WT yeast gro inh = growth inhibition of WT strain, primary screen, mitochondrial fusion inhibitor project, WT and mutant strains, chemical genetic; mitochondrial fusion phenotypic screen; inhibition, % at 10 µM; 190,000 tested, 2.1% active; in the data active means inhibition above about 58%; tested in S. cerevisiae
Dynein transport = inhibitors of GR-EGFP nuclear translocation, primary screen, dynein cargo transport inhibitor project, imaging, high-content, 3617.4 mouse cells; test concentration mostly 20 µM; stimulated with dexamethasone, 1 µM; stronger effect = lower value; z-score, hits read low; 220,000 tested, 0.47% active; AID 1381, 2008;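 active means plate z-score of nuclear minus cytoplasmic receptor signal below a set negative limit, without overly bright fluorescence or cell loss, cut at about -3.5 in these data, passing the limit was not always enough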;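 further: z-score of nuclear minus cytoplasmic ring GR-EGFP intensity difference per well; some compounds called inactive have numbers as strong as hits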
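Buffer or medium: tet-free medium with charcoal-stripped serum / Also added: dexamethasone agonist, 1.0 µM final, for 30 min / Timing: induction 48 h, compound 1 h, agonist 30 min / Measured by: high-content fluorescence imaging after fixation / Read-out: nuclear-to-cytoplasmic GR-EGFP distribution per well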
Autophagy HCS = autophagy modulators in MEF cells, primary screen, imaging, high-content, MEF GFP-LC3; MEF GFP-LC3 puncta imaging; test concentration mostly 10 µM; calls only at 10 µM (by protocol); 190,000 tested, 0.98% active; AID 463193, 2010;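 active means percentage of spot-positive cells more than 3 SD above its plate mean, without a fluorescence outlier flag or 80% toxicity; inconclusive means no clear call, values can overlap the other calls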;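 further: spot-positive cell cutoff set from DMSO-treated cells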
MT stabilizer = microtubule stabilizers in HeLa cells, primary screen, imaging, high-content imaging; HeLa tubulin immunostaining HCS, 24 h; share of cells brighter than vehicle mean+2SD; % tubulin-high responders, % at 10 µM; 200,000 tested, 0.83% active; AID 2205, 2009;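 active means plate Z-score above 3 for both tubulin-high and condensed-nucleus cell shares, with cell loss under 80%, at 10 µM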;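 further: anti alpha tubulin signal scored within the nucleus-defined area of each cell; some results filed as inactive read as strong as hits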
Hep lipid drop = inhibitors of hepatocyte lipid droplet formation, primary screen, imaging, high-throughput imaging, BODIPY stain. 240,000 tested, 0.4% active. AML12 mouse hepatocytes, oleate lipid droplets. inhibition, % at 6.5 µM;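 active means lipid droplet intensity inhibited by at least 50%, with more than 500 cells counted; inconclusive means wells with under 300 cells, treated as cytotoxic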
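Test system: AML12 mouse liver cells; schedule: overnight exposure; technique: high-content imaging of BODIPY-stained droplets and DAPI nuclei; read-out: % inhibition of corrected integrated BODIPY droplet signal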
XIAP antagonists = XIAP antagonists, biochemical, IAP family, fluorescence polarization (AID 1018). E3 ubiquitin-protein ligase XIAP (Homo sapiens). XIAP BIR domain, fluorescence polarization peptide displacement; higher % means a stronger effect. one-dose displacement, % at 20 µM; IC50 in µM for titrated hits. 200,000 tested, 0.007% active; in the data active means displacement above about 50%; further: a part of the inactive calls stands beside numbers as strong as those of hits
Insulin prom up = insulin promoter activators in MIN6 cells, imaging, high-content screening, mouse beta cells; z-score at 5 µM; MIN6 insulin promoter-GFP reporter; stronger effect = higher value; 190,000 tested, 0.3% active;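 active means z-score above 3 at 5 µM with at least 500 cells counted in the well; inconclusive means wells under 500 cells, flagged as cytotoxic or low count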
ER stress rescue = rescue of cells from ER stress-induced death, primary screen, 384-well, CSM14.1, thapsigargin, ATP luminescence (AID 1222); 190,000 tested, under 10 active; CSM14.1 thapsigargin-induced death rescue, ATP luminescence; higher % means a stronger effect; one-dose cellular ATP content (survival), % at 20 µM; EC50 in µM for titrated hits;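 active means EC50 below 50 µM in the dose-response confirmation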;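 further: death triggered by thapsigargin at about 15 µM added after 2 h compound pretreatment; cell ATP read after overnight thapsigargin exposure of roughly 18 to 22 hours; normalized against plate controls of thapsigargin alone and 5% DMSO vehicle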
bCat nuc transl = modulators of beta-catenin nuclear translocation, primary screen, imaging, HeLa cells, immunofluorescence, high-content; 190,000 tested, 0.3% active; AID 1665, 2009; nuclear translocation activity, % at 5 µM;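 active means nuclear translocation activity above 50% at 5 µM, with a well cell count of 50 or more; inconclusive means wells under 50 cells across six images, flagged as toxic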;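 further: per-cell ratio of nuclear to cytoplasmic median beta-catenin stain intensity; plate controls were DMSO negative control for no effect and GSK-3 inhibitor IX positive control for full effect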
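assay system = human HeLa cells, endogenous beta-catenin | times = compound treatment 24 h, 37°C, 5% CO2 | detection = Anti-beta-catenin immunofluorescence on PFA-fixed, Triton-permeabilized cells, DAPI nuclei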
WT yeast gro inh mutant strain = second read-out of WT yeast gro inh, no call of its own (marks repeat the call); inhibition, %; mitochondrial fusion phenotypic screen, mutant strain inhibition
Dynein transport cytoplasmic EGFP = recorded beside Dynein transport, whose call it bears; z-score; measured here: cytoplasmic GR-EGFP intensity; stronger effect = higher value
Dynein transport nuclear GR-EGFP = also measured in Dynein transport; calls as there; z-score; measured here: nuclear GR-EGFP intensity;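 lower value marks the stronger effect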
Dynein transport cell count = also measured in Dynein transport; calls as there; z-score; measured here: cell count per field
Insulin prom up cell count = second read-out of Insulin prom up, no call of its own (marks repeat the call); cell count; measured here: cytotoxicity, nuclei count;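 total cells summed across four imaged fields per well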
Hep lipid drop cells 6.5 µM = second read-out of Hep lipid drop, no call of its own (marks repeat the call); cell count; measured here: cell count, cytotoxicity flag;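 cells counted across two imaged fields per well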
bCat nuc transl cell count 5 µM = further read-out of bCat nuc transl, marked with its call; cell count; measured here: cell count, cytotoxicity flag
MT stabilizer Hoechst-high % = second read-out of MT stabilizer, no call of its own (marks repeat the call); % Hoechst-high responders; measured here: nuclear condensation Hoechst responders;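 share of cells brighter than vehicle mean plus two SD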
MT stabilizer cytotoxicity % = recorded beside MT stabilizer, whose call it bears; toxicity, %; measured here: cytotoxicity by cell density;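 0% = mean cell density of plate MIN control wells and 100% = no cells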
Autophagy HCS cell loss 18 h = second read-out of Autophagy HCS, no call of its own (marks repeat the call); toxicity, %; measured here: cell loss, nuclei count;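 cell loss after 18 h compound exposure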
* marks the source's active call; other numbers are inactive results; i = inactive; ? = inconclusive; nt = not tested or not shown; + = active, no number. An unsorted share of the library; about 4% have a hit in one of these screens.

SMILES | WT yeast gro inh | WT yeast gro inh mutant strain | Dynein transport | Dynein transport cytoplasmic EGFP | Dynein transport nuclear GR-EGFP | Dynein transport cell count | Autophagy HCS | Autophagy HCS cell loss 18 h | MT stabilizer | MT stabilizer Hoechst-high % | MT stabilizer cytotoxicity % | Hep lipid drop | Hep lipid drop cells 6.5 µM | XIAP antagonists | Insulin prom up | Insulin prom up cell count | ER stress rescue | bCat nuc transl | bCat nuc transl cell count 5 µM
CC1CCN(c2nc(-c3cccnc3)nc3scc(-c4ccccc4)c23)CC1 | 59.6* | 0.8* | -0.616 | -0.195 | -0.315 | 0.323 | i | 8.5 | 3.0 | 3.5 | 12.7 | -100.5 | 590 | -0.9% | 0.26 | 1309 | 6.2% | -2.0 | 1146
CCOc1cc(/C=C2\NC(=S)N(c3c(C)n(C)n(-c4ccccc4)c3=O)C2=O)ccc1O | 13.6 | -2.0 | 0.787 | -0.124 | 0.498 | -0.901 | i | 5.9 | 1.7 | 1.4 | 1.3 | -1.6 | 644 | -4.7% | nt | nt | -1.3% | 0.6 | 932
O=C(CSc1nc(-c2ccco2)cc(C(F)(F)F)n1)NCCc1ccccc1 | 2.4 | -0.2 | -0.113 | -0.266 | -0.256 | -0.605 | i | -1.7 | 4.2 | 2.0 | 8.7 | 4.8 | 703 | -12.1% | -0.74 | 1212 | -2.2% | nt | nt
CCOc1cccc(NC(=O)C2CCCN(S(=O)(=O)c3ccc(-n4cnnn4)cc3)C2)c1 (stereo not drawn) | -2.9 | -6.7 | -1.09 | 1.44 | 0.0464 | -0.102 | i | -3.5 | 5.5 | 4.0 | 7.6 | nt | nt | -2.1% | 0.8 | 1195 | -2.4% | -3.0 | 1015
O=Cc1cc2ccccc2nc1SCc1ccc(Cl)c(Cl)c1 | 19.4 | 2.4 | 0.11 | -0.152 | -0.162 | 0.0521 | i | 51.2 | 17.8* | 27.3* | 39.4* | nt | nt | -6.4% | ? | nt | -2.1% | 3.4 | 1381
CC(C)(/C=N/O)/[N+]([O-])=C/c1ccccc1C(F)(F)F | 0.2 | 12.6 | -0.799 | -0.163 | -0.467 | 0.829 | i | -4.0 | 1.2 | 1.8 | 4.4 | nt | nt | -1.0% | -0.48 | 1281 | 21.4% | 1.4 | 1347
COc1cc(C(=O)Nc2cc(-c3nc4cc(C)ccc4o3)ccc2C)cc(OC)c1OC | 3.7 | -3.8 | -0.417 | -0.379 | -0.0374 | 0.435 | i | 9.1 | 5.0 | 3.1 | 17.8 | nt | nt | -8.7% | -0.69 | 1066 | -1.8% | -1.9 | 1144
COc1ccc(NC(=O)COC(=O)C2CC3C=CC2C3)cc1 (stereo not drawn) | -0.3 | 0.5 | 0.198 | -0.278 | 0.0901 | 0.107 | i | 18.7 | 2.8 | 1.5 | 9.1 | 12.9 | 692 | -2.8% | -0.05 | 1695 | 0.6% | -0.5 | 1106
CC(=O)Nc1ccc(C(=O)OCC(=O)N(C)C2CCCCC2)cc1 | -2.9 | 2.0 | -0.805 | -0.306 | 0.0721 | 1.12 | i | 9.5 | 3.9 | 2.2 | 10.0 | 29.2 | 651 | -3.8% | -0.23 | 1240 | -1.5% | -0.5 | 1063
CC(=O)NN=C1CCC(c2ccccc2)CC1 (stereo not drawn) | -12.3 | -5.8 | -0.268 | -0.15 | 0.618 | -0.992 | i | 1.9 | 2.3 | 2.8 | 8.8 | -2.9 | 667 | -2.4% | 1.12 | 1260 | -0.1% | -3.3 | 539
CC1=NN(c2ccccc2)C(=O)/C1=C/c1ccc[nH]1 | -0.3 | -4.4 | -1.1 | -0.254 | -0.722 | 0.58 | i | -0.4 | 2.7 | 2.9 | 4.5 | 16.3 | 597 | -9.0% | -0.07 | 1421 | 0.2% | -1.8 | 522
CCN1CCN(c2nc3c(c(=O)n(C)c(=O)n3C)n2Cc2cccc3ccccc23)CC1 | -18.5 | -16.8 | -0.192 | 0.882 | 0.0532 | 0.443 | i | -3.8 | 3.4 | 2.1 | 3.8 | 10.0 | 667 | -5.8% | -0.73 | 1832 | -1.1% | -0.9 | 1108
Cc1ccc2cc(CCNC(=O)CC(C)C)c(=O)[nH]c2c1 | 5.2 | 0.8 | 1.91 | -0.0455 | 1.54 | -1.06 | nt | nt | 3.6 | 2.0 | 4.4 | -2.8 | 736 | -9.1% | -0.55 | 1296 | -0.4% | -3.4 | 1205
Cc1ccc2[nH]c3c(c2c1)CN(C(=O)CN1CCCc2ccccc21)CC3 | 4.1 | -8.5 | -0.233 | -0.0755 | 0.462 | 0.465 | i | 21.4 | 3.1 | 2.1 | 13.0 | nt | nt | -8.4% | ? | nt | -0.8% | -4.3 | 875
N#CCSc1nnc(-c2sc3ccccc3c2Cl)o1 | 1.7 | 13.9 | -0.127 | 0.0911 | -0.231 | -0.943 | + | -16.5* | 5.2 | 2.7 | 7.1 | 16.9 | 622 | -4.0% | -0.06 | 1190 | -5.6% | 2.6 | 454
O=C(COC(=O)C1CCN(C(=O)c2ccc(Cl)cc2)CC1)NC1CCS(=O)(=O)C1 (stereo not drawn) | -1.5 | -0.1 | -0.541 | -0.262 | -0.137 | 0.429 | i | 12.0 | 4.0 | 1.6 | 4.5 | -3.8 | 690 | -1.5% | -0.71 | 1395 | -14.4% | 0.0 | 1132
O=C(CN1CCN(c2ncccn2)CC1)NCCC1=CCCCC1 | 12.9 | 0.2 | -1.32 | 2.76 | 0.0263 | 0.444 | i | -6.5 | 3.9 | 3.5 | 7.6 | nt | nt | -2.1% | -0.02 | 1620 | -0.5% | 0.4 | 1345
CC(=O)c1ccc(NC(=O)c2ccc3nc(-c4ccco4)c(-c4ccco4)nc3c2)cc1 | 3.0 | 5.7 | -0.235 | -0.0943 | -0.0269 | 0.99 | i | 0.8 | 1.6 | 1.6 | 2.0 | 1.0 | 765 | 5.5% | -1.22 | 990 | 2.4% | -3.1 | 1239
CCC(=O)NC(c1ccc(C)cc1)c1cc([N+](=O)[O-])c2cccnc2c1O (stereo not drawn) | 0.3 | 2.9 | 0.81 | -0.315 | 0.0508 | -0.316 | i | 7.6 | 3.2 | 1.4 | 0.3 | -0.6 | 666 | -12.5% | -0.01 | 1231 | -2.6% | 0.3 | 857
COC(=O)c1ccc(NC(=O)C2CCCN2S(=O)(=O)c2ccc(F)cc2)cc1 (stereo not drawn) | 2.0 | -23.5 | 0.601 | -0.189 | 0.684 | -0.458 | i | -4.6 | 3.2 | 3.0 | 14.4 | -89.2 | 764 | -7.0% | 0.03 | 1245 | -3.8% | -2.9 | 715
Cc1nnc(NC(=O)CSC2=NN3CCCC(=O)N=C3S2)s1 | 6.1 | 12.5 | -0.68 | -0.243 | -0.00416 | 0.691 | i | 22.0 | 1.4 | 1.7 | 3.7 | 0.3 | 615 | -1.4% | -0.01 | 1494 | -1.0% | -1.1 | 993
O=C(NC(=S)Nc1ccccc1N1CCCCC1)c1cccs1 | 40.5 | 20.0 | -0.201 | -0.252 | 0.0857 | -0.226 | i | -0.9 | 1.4 | 1.7 | 2.8 | -7.4 | 692 | -3.6% | 0.03 | 1207 | 0.3% | 0.1 | 937
CCCCCCCCCCCCCCCC(=O)NCCc1c[nH]c2ccccc12 | -2.9 | -2.0 | 0.669 | -0.239 | 0.557 | -0.267 | i | 1.3 | 0.4 | 0.8 | 9.7 | -1.0 | 726 | 2.0% | 0.17 | 1277 | -2.0% | -0.5 | 1049
COC(=O)CC(NC(=O)c1ccc(C)cc1)c1ccccc1 (stereo not drawn) | -8.7 | 0.1 | -2.01 | 0.125 | -1.23 | 0.837 | i | -40.9 | 2.2 | 2.0 | 3.7 | -18.3 | 717 | -0.3% | 0.01 | 927 | -2.0% | nt | nt
CN(c1ccccc1C(N)=O)S(=O)(=O)c1ccccc1 | -13.7 | 2.2 | -0.985 | -0.27 | -0.687 | 0.503 | i | 4.8 | 4.3 | 2.3 | 0.6 | -0.1 | 749 | -2.3% | nt | nt | -2.7% | -4.7 | 566
O=C(O)CCN1CCc2ccccc2C1c1cccs1 (stereo not drawn) | -7.7 | 0.7 | -0.148 | -0.385 | -0.542 | 0.218 | i | -5.5 | 3.9 | 3.1 | 2.0 | 9.1 | 727 | 3.6% | -0.6 | 1534 | -0.3% | -4.1 | 1055

Compound activity as filed in PubChem BioAssay.
